NPSR antag = antagonists of human neuropeptide S receptor cAMP signaling | Q6W5P4 | CHO-NPSR cells, cAMP TR-FRET, antagonist mode | Potency, µM (top dose mostly 38.3 µM), for inactives: top-dose activity change, negative = inhibition, most hits filed as inhibitors | 220,000 tested, 1% active | AID 1461; also: potency is read from the fitted curve at half-maximal effect; % is scaled to controls: 0 for no effect and ±100 for the full control effect; nearly all actives have a fitted effect of over 50% in size; many of its hits are not listed in these tables
Target sequence (Q6W5P4 whole entry, looked up): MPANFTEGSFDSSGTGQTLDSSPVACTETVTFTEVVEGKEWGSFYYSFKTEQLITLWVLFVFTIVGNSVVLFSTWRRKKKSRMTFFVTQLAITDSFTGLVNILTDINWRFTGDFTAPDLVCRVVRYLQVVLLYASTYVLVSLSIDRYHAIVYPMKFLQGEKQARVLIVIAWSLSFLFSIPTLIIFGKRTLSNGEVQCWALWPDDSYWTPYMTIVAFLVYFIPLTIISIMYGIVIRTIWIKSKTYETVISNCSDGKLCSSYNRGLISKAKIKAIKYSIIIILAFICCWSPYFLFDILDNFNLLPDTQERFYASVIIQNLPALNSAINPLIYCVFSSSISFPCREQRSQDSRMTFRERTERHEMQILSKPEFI
Tau FP inhib = tau fibrillization inhibition (FP); P10636; K18 P301L tau heparin fibrillization, Alexa594 FP, 6 h; 280,000 tested, 0.39% active; Potency, µM (series often up to 57.7 µM), for the others: top-dose activity, negative = inhibition, actives largely listed as inhibitors; also: potency is read from the fitted curve at half-maximal effect; % is scaled to controls: 0 for no effect and ±100 for the full control effect; nearly all actives have a fitted effect of over 55% in size
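Quantitative HTS format: compounds meet 15 uM recombinant K18 P301L tau and Alexa 594-tau tracer in 100 mM sodium acetate pH 7; 20 uM heparin triggers fibrillization at 37 C over 6 hr; FP gives the signal.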
Tau fluor counter = counter-screen for tau fibril formation inhibitors | tau K18 P301L Alexa594 fluorescence, heparin fibrillization | Potency, µM (doses to about 57.7 µM), for inactives: top-dose activity change, negative = decrease | 280,000 tested, 0.93% active | AID 1463; also: potency is read from the fitted curve at half-maximal effect; % is scaled to controls: 0 for no effect and ±100 for the full control effect; nearly all actives have a fitted effect of over 55% in size
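Human tau K18 P301L (15 uM unlabeled, 0.24 uM Alexa 594-labeled) in 100 mM sodium acetate pH 7 with 20 uM heparin, 6 hr at 37 C. ThT 30 uM added, 1 hr ambient; Alexa 594 FP and total fluorescence read at 555/632 nm.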
TexasRed fluor = Texas Red fluorescence interference in TRb-SRC2 counter-screen | 280,000 tested, 0.29% active | TRb/SRC2 Texas Red total fluorescence interference | Potency, µM (highest dose often 106 µM), for inactives: top-dose fluorescence change, negative = quenching; active = well fitted curve in either direction with a large enough effect; inconclusive = small, poorly fitted or top-dose-only effect; also: potency is read from the fitted curve at half-maximal effect; % is scaled to controls: 0 for no effect and ±100 for the full control effect
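Human TRb ligand-binding domain at 0.6 uM with 20 nM Texas Red SRC2 peptide in Tris buffer containing 1 uM T3 and 5% DMSO, incubated with compound 5 h at ambient temperature. Total fluorescence (555/632 nm) calculated as parallel + 2 × perpendicular.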
TRb SRC2 PPI = disrupts binding of human TR beta to SRC2; P10828; TRbeta-SRC2 peptide binding, fluorescence polarization; receptor liganded with 1 µM T3; Potency, µM (series often up to 106 µM), without a hit: at the top dose activity change, negative = inhibition, actives largely listed as inhibitors; 280,000 tested, 0.065% active;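 also: potency is read from the fitted curve at half-maximal effect; plate controls were bound peptide for no effect and peptide without receptor for full effect; nearly all actives have a fitted effect of over 50% in size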
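Human TRb LBD (0.6 uM) plus Texas Red-labeled SRC2 peptide (20 nM), 1uM T3, 5% DMSO, 5 hr at ambient temperature. Decreased polarization (555/632 nm) flags inhibition; data normalized to free and bound peptide controls.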
CBFb-RUNX1 inh = blocks binding between human CBF-beta and RUNX1. Q01196+Q13951. AlphaScreen CBFb-His/RUNX1-biotin binding, biochemical. Potency, µM (doses to about 59.8 µM), without a hit: at the highest dose activity, negative = inhibition, most hits filed as inhibitors. 230,000 tested, under 10 active; also: % of control where 0% means no effect
Target sequence (Q01196 whole entry, looked up): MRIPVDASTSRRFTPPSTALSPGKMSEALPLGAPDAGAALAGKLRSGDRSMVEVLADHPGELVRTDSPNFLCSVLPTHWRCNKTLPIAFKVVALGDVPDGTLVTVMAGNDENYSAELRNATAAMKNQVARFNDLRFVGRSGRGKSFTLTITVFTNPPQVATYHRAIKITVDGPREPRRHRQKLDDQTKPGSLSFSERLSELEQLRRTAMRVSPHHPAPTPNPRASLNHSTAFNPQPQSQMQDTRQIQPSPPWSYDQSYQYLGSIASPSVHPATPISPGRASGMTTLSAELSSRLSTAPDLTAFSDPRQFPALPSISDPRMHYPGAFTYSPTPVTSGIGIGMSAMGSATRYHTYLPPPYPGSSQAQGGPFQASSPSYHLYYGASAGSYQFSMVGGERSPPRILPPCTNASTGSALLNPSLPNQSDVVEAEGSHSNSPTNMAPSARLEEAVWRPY
Target sequence (Q13951 whole entry, looked up): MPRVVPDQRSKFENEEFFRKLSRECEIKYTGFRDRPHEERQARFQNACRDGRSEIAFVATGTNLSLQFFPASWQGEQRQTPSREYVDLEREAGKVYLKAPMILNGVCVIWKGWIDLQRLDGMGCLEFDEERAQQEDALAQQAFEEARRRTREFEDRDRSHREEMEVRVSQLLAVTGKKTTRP
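Proteins preincubated together for 20 min at RT before compound addition; 15 min later, nickel and streptavidin beads were added and left 90 min prior to AlphaScreen measurement.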
Epigenetic reg = epigenetic control regulation, reporter derepression. AID 1865. murine LDR cells, GFP reporter derepression, 30 h. 280,000 tested, 0.2% active. Potency, µM (series often up to 53.9 µM), for the others: top-dose GFP activation, most hits filed as activators; also: potency is read from the fitted curve at half-maximal effect; % of control where 0% means no effect; nearly all actives have a fitted effect of over 60% in size
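GFP-positive cell count by laser-scanning cytometry (objects 20–120 um) after 30 h, 37 C compound exposure of murine LDR cells; reporter is CMV-GFP integrated at a silenced locus, inducible by HDAC or DNMT inhibitors.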
aGal spleen mod = inhibits or activates alpha-galactosidase in human spleen homogenate; P06280; 240,000 tested, 0.008% active; human spleen homogenate, 4MU-alpha-Gal fluorescence, 40 min; Potency, µM (titrated, usually from 80 µM), for the others: top-dose activity change, negative = inhibition, hits mostly inhibitors; AID 2107;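 also: potency is read from the fitted curve at half-maximal effect; 0% = enzyme with vehicle and -100% = no enzyme basal signal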
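Human spleen homogenate (1 ug) was the enzyme source, with 4-methylumbelliferyl-alpha-D-galactopyranoside (1 mM final) in pH 5.0 citrate buffer with 0.01% Tween-20. Compounds were titrated; after 40 min at 37C, NaOH/glycine stop, 4-MU fluorescence read; AC50 from Hill fits.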
Starred values were filed as active, the others as inactive; ? = inconclusive; nt = not tested or not shown; & = joins results of further samples; [ ] = dose if it differs, or a comment. Unless noted, calls follow the shape of the dose curve; as a rule, active = well fitted curve in the direction sought with a large enough effect; inconclusive = small, poorly fitted or top-dose-only effect, or another doubt; inactive = no such curve, though single readings can be large; an effect the other way counts as inactive or inconclusive.

nr	Compound	Epigenetic reg	Tau fluor counter	TexasRed fluor	NPSR antag	TRb SRC2 PPI	aGal spleen mod	Tau FP inhib	CBFb-RUNX1 inh
1	CO[C@H]1C[C@@H]2CC[C@@H](C)[C@@](O)(O2)C(=O)C(=O)N2CCCC[C@H]2C(=O)O[C@H](C(C)C[C@H]2CC[C@@H](O)[C@H](OC)C2)CC(=O)[C@H](C)/C=C(\C)[C@@H](O)[C@@H](OC)C(=O)[C@H](C)C[C@H](C)/C=C/C=C/C=C/1C (stereo not given in full)	0.0%	-4%	-2%	nt	-5%	4%	-5%	20%
2	O=C(Cn1c(NCCO)nc2ccccc21)NCCc1ccccc1	-1.0%	0%	-3%	-6%[46.1 µM]	-17%	-15%	4%	11%
3	COC(=O)[C@@H]1[C@@H](O)[C@]2(O)c3ccccc3O[C@]2(c2ccccc2)[C@H]1c1ccccc1	0.0%[10.1 µM]	-1%[11.6 µM]	-2%[11.2 µM]	nt	-3%[11.2 µM]	6%[17.5 µM]	0%[11.6 µM]	3%[13.1 µM]
4	CNC(=O)Cc1csc2ccc(C)cc12	6.9%	-19%	0%	7%	-8%	-2%	8%	4%
5	COc1cc(OC)c(C2=NOC(C(=O)Nc3c(C)nn(CC(=O)N4CCCC4)c3C)C2)cc1Cl (stereo not given)	-1.1%	-3%	1%	-12%[46.1 µM]	2%	0%	-3%	2%
6	COc1ccccc1NC(=S)NCCc1ccc(F)cc1	0.3%[10.1 µM]	-10%	-4%	-7%	-1%	8%	-5%	0%
7	O=C1NC2=C(C(=O)OC2)C(c2ccc(OC(F)(F)F)cc2)N1 (stereo not given)	1.1%	0%	2%	-6%	3%	-6%	-4%	-1%
8	COc1ccccc1CNC(=O)CN1C(=O)CSc2c1c(C)nn2-c1ccccc1	0.0%	-12%	-2%	nt	2%	nt	-4%	nt
9	Cc1ccc(OCCn2c(-c3ccc(Br)cc3)nc3ccccc3c2=O)cc1C	-0.7%	-10%	-2%	nt	4%	nt	-15%	nt
10	CN1CCN(C2=C(Cl)C(=O)N(c3ccc(Cl)cc3)C2=O)CC1	-4.4%	?	3%	12%[46.1 µM]	-1%	3%	?	-1%

A few values from the list:
aGal spleen mod, #7 is entered as -6%
TexasRed fluor, #10 is entered as 3%

(cont.)
nr	Compound	Epigenetic reg	Tau fluor counter	TexasRed fluor	NPSR antag	TRb SRC2 PPI	aGal spleen mod	Tau FP inhib	CBFb-RUNX1 inh
11	COc1ccc(C2CC2/C(=N/O)c2ccccc2)cc1 (stereo not given)	-0.4%	-5%	-3%	-9%	1%	3%	4%	-14%
12	Cc1ccc(CNC(=O)C2CCCN(S(=O)(=O)c3c(C)noc3C)C2)cc1 (stereo not given)	0.1%	-6%	-3%	-2%[46.1 µM]	-8%	0%	-4%	2%
13	CCOC(=O)CSc1nc2c(sc3ccccc32)c(=O)n1CCO	-0.2%	1%	-1%	nt	4%	nt	0%	nt
14	CCC(=O)N(Cc1ccco1)c1nc(-c2ccc(OC)cc2)cs1	0.0%	-18%	2%	-8%[46.1 µM]	-8%	-9%	?	14%
15	CC(=O)c1ccc(N2CCN(CCC#N)CC2)c(F)c1	0.0%	-2%	2%	-5%[46.1 µM]	-4%	-5%	2%	6%
16	Clc1ccc(-c2nnc(C3CC3)o2)cc1	2.1%	3%	-4%	5%	6%	5%	2%	12%
17	O=C(O)C1CCCCC1C(=O)NCCc1c[nH]c2ccccc12 (stereo not given)	-0.8%	3%	-1%	1%[46.1 µM]	-14%	5%	6%	10%
18	Cc1ccc(S(=O)(=O)N2CCN(C(=O)CN3CCOCC3)C2)cc1	-1.1%	0%	-1%	2%[46.1 µM]	-11%	-1%	-3%	4%
19	Cc1ccc(CSc2ncccc2C(=O)O)cc1	2.5%&1.0%	-1%&-1%	-1%&0%	-14%[46.1 µM]	-3%&-6%	9%	-4%&4%	2%
20	Cc1cccc(C(=O)c2ccccc2C(=O)O)c1	0.0%	-8%	-4%	-3%	0%	-1%	-2%	6%

Quoted from above, nos. 19 to 20
nr	Compound	Epigenetic reg	Tau fluor counter	TexasRed fluor	NPSR antag	TRb SRC2 PPI	aGal spleen mod	Tau FP inhib	CBFb-RUNX1 inh
19	Cc1ccc(CSc2ncccc2C(=O)O)cc1	2.5%&1.0%	-1%&-1%	-1%&0%	-14%[46.1 µM]	-3%&-6%	9%	-4%&4%	2%
20	Cc1cccc(C(=O)c2ccccc2C(=O)O)c1	0.0%	-8%	-4%	-3%	0%	-1%	-2%	6%

Further entries
nr	Compound	Epigenetic reg	Tau fluor counter	TexasRed fluor	NPSR antag	TRb SRC2 PPI	aGal spleen mod	Tau FP inhib	CBFb-RUNX1 inh
21	CCN(CC(O)Cn1c2ccccc2c2ccccc21)S(=O)(=O)c1ccc(C)cc1 (stereo not given)	0.6%	?	-4%	?	-10%	-1%	-3%	7%
22	CN(Cc1ccccc1)S(=O)(=O)c1ccc(OCC(=O)N2CCOCC2)cc1	-1.9%	-6%	-5%	0%[46.1 µM]	1%	-9%	-5%	0%
23	Cn1c(CNc2nc3ccccc3n2CCN2CCCCC2)nc2ccccc21	-1.0%	-3%	-1%	-6%[46.1 µM]	-13%	24%	8%	-3%
24	CC(C)N1CCC(N2CCN(Cc3cc(F)ccc3-n3cccn3)CC2CCO)CC1 (stereo not given)	3.9%	6%	1%[53 µM]	-9%	1%[53 µM]	6%	16%	-3%
25	CCOC(=O)Cc1cc(=O)n2[nH]cc(-c3ccc(Cl)cc3)c2n1	-3.6%	?	25%	40%	29%	-9%	4%	-10%
26	COCCNC(=O)c1cc2sccc2n1C	0.0%	-7%	-2%	-25%	-1%	-2%	-4%	-7%
27	COC(C[C@@H]1O[C@H]1[C@H](O)COCc1ccccc1)OC	1.6%	-1%	-2%	19%	-3%	0%	-6%	1%
28	CC1CCN(C(=O)c2cc(-c3ccc(Cl)cc3)on2)CC1	-1.8%	-9%	5%	nt	-1%	nt	-6%	nt
29	CCc1nn(CCCC(=O)NCc2ccccc2Br)c(=O)c2cc3occc3n12	1.1%	-6%	3%	nt	1%	nt	0%	nt
30	CCOc1ccc(NC(=O)CN(C)S(=O)(=O)c2cnc[nH]2)cc1	3.2%&-3.6%	0%&-5%	-1%&0%	2%	-2%&-1%	-1%	0%&0%	16%
31	COc1ccc(-c2ccc(N(C)C)cc2)cc1[C@H]1[C@@H]2C=CCC[C@@]2(C)C(=O)N1Cc1ccccc1	-1.1%	-20%	-1%	?	-4%	3%	-9%	nt
32	O=C(NCCc1csc(-c2ccccc2)n1)c1ccc(Br)o1	0.0%	-6%	-1%	3%[46.1 µM]	-11%	1%	1%	7%
33	COc1cc(OC)c2ccc(=O)oc2c1C(CCN1CCN(c2ccccc2)CC1)c1ccc2c(c1)OCO2 (stereo not given)	1.0%	?	1%&-5%	?	1%&-1%	-3%&0%	0%	-28%&-29%
34	CCOC(=O)N1CCC2(CC1)C(C#N)=C(N)Oc1n[nH]c(C)c12	0.3%	-8%	1%	-12%[46.1 µM]	-14%	5%	1%	-1%
35	COC(=O)[C@@H]1C[C@H]2CC[C@H](O)C[C@H]2N1Cc1ccc(N2CCN(C)CC2)cc1	-1.1%&1.5%	-16%&-3%	-3%&0%	16%	-4%&6%	6%&-5%	-2%&-8%	-1%&5%
36	O=c1c2[nH]c3ccc(F)cc3c2nc2n1CCCS2	-0.2%	-11%	-3%	0%	-2%	-3%	0%	4%
37	O=C(CC1N=C2c3ccccc3N=C(SCc3ccccc3Cl)N2C1=O)NCCc1ccccc1 (stereo not given)	-1.3%	-9%	-3%	nt	-2%	nt	8%	nt
38	O=C(O)CCc1ccc(-c2ccc(Br)cc2)o1	?	-6%	-2%	?	-1%	-2%	-2%	-6%
39	O=C(CN1CCCCCC1)Nc1ccc(Br)cc1	-0.1%	-9%	-1%	-2%[46.1 µM]	-1%	-5%	1%	0%
40	CCOc1ccccc1N1CCN(C2=C(NS(=O)(=O)c3cccs3)C(=O)c3ccccc3C2=O)CC1	-1.0%	13µM*[quencher]	-2%	-15%[46.1 µM]	-3%	6%	?	?
41	CC(=O)Nc1cccc(NC(=O)CSc2nccn2Cc2ccccc2)c1	0.0%	-5%	-4%	nt	2%	nt	2%	nt
42	CCc1nc2c(c(SC)nn2-c2ccccc2)c(N)c1C(=O)OC	0.0%	-19%	0%	-13%[46.1 µM]	-3%	0%	?	6%
43	CCC(=O)Nc1c(C)cc(C)cc1Cl	5.1%	8%	4%	-19%[46.1 µM]	7%	6%	2%	2%
44	Cc1cccnc1NC(=S)Nc1ncccc1C	2.2%	-11%	1%	-8%	-5%	9%	4%	6%
45	Cc1nc2nc(SCC(=O)NC(C)c3ccccc3)nn2c(C)c1Cc1c(F)cccc1Cl (stereo not given)	-0.2%	-12%	-1%	nt	0%	nt	-4%	nt
46	CC(=O)NNC(=O)c1sc(=S)n(C)c1C	2.7%	4%	-1%	-8%	-6%	-7%	1%	4%
47	CCc1ccc(CNC(=O)c2cc3c(=O)n(CC)c4ccccc4c3s2)cc1	-1.1%	-14%	0%	nt	-7%	nt	-12%	nt
48	Cc1ccc2cc(NC(=O)Cc3ccccc3)ccc2n1	0.1%	-4%	0%	-6%	0%	-1%	2%	4%
49	CCOC(=O)CNC(=O)CSc1nnc(Cn2c(=O)sc3ccccc32)n1-c1ccccc1C	-1.2%	-12%	1%	-10%[46.1 µM]	-4%	-7%	-1%	0%
50	CC(NC(=S)Nc1ccccc1C(F)(F)F)C1CC2CCC1C2 (stereo not given)	-3.2%	-19%	-2%	-39%	8%	2%	3%	18%
51	O=C(CCC1N=C2c3ccccc3N=C(SCc3ccccc3Cl)N2C1=O)NCc1ccco1 (stereo not given)	-0.4%	-19%	0%	?	-1%	11%	?	-5%
52	CN(CC(=O)O/N=C(\N)c1ccccn1)S(=O)(=O)c1ccc(Br)cc1	0.0%	5%	-2%	-4%[46.1 µM]	-4%	-13%	-6%	2%
53	Cc1ccccc1Nc1c(-c2ccc(N3CCOCC3)cc2)nc2ccc(Cl)cn12	2.9%	?	-2%	nt	2%	nt	5%	nt

High-throughput results deposited in PubChem BioAssay by National Center for Advancing Translational Sciences (NCATS).

Not all compounds are listed; the hit share may differ from the screen's.
